# Screening results (PubChem)
# Abeta rescue: A-beta toxicity reversal in yeast; hit rate 0.063% among 410,000; Potency, µM (highest dose often 46.1 µM), for the others: at the top dose growth rescue, usual class: activators; yeast expressing A-beta42, growth rescue, OD600, 48 h; response scale: 0% DMSO, 100% iron-clioquinol control; note: potency is the fitted concentration of half-maximal effect; nearly all actives have a fitted effect of over 55% in size
#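 Yeast A-beta toxicity model in growth medium with pinned compounds, 48 h at 30 C; growth read as absorbance at 600 nm. Normalized to FeCl3/clioquinol equimolar mix (positive) and DMSO (negative).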
# GLP1R cytotox: cytotoxicity in counter-screen for GLP-1R inverse agonists; hit rate 0.13% among 410,000; HEK293 cAMP-luciferase reporter cells, luminescence, 24 h; Potency, µM (titrated, usually from 38.3 µM), inactives show top-dose activity change, negative = inhibition, most hits filed as inhibitors;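 note: loss of luciferase light is scored as toxicity; potency is the fitted concentration of half-maximal effect; % is set by controls: 0 for no effect and ±100 for the full control effect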
#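 Here, cytotoxicity is scored as loss of luminescence. The MLSMR collection was tested on cells seeded in medium containing 10% Nu serum, with a 24 hr compound exposure preceded by 12 hours of culture.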
# TDP43 rescue: inhibitors of TDP-43 toxicity in yeast; TDP-43 expressing yeast growth rescue, BacTiter-Glo, 24 h; Potency, µM (doses to about 46.1 µM), without a hit: at the top dose growth rescue (activation), actives largely listed as activators; hit rate 1.8% among 410,000; AID 652104; note: potency is the fitted concentration of half-maximal effect; % of control where 0% means no effect; nearly all actives have a fitted effect of over 50% in size
#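 Cell-based yeast growth screen: TDP-43 expression induced in galactose, inoculum OD600=0.02 after raffinose pregrowth to mid-log. Read-out BacTiter-Glo luminescence at 24 hr, 30 deg C; inhibition of toxicity seen as signal increase.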
# MmCpn inh: blocks the Methanococcus maripaludis chaperonin Mm-Cpn; Potency, µM (top dose mostly 76.9 µM), for the others: at the top dose activity, negative = inhibition, actives largely listed as inhibitors; purified Mm-Cpn ATPase, ADP Transcreener TR-FRET; hit rate 0.031% among 330,000; note: potency is the fitted concentration of half-maximal effect; % is set by controls: 0 for no effect and ±100 for the full control effect; nearly all actives have a fitted effect of over 80% in size
#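 Reaction buffer contained 30 mM Tris pH 7.4, 100 mM KCl, 5 mM MgCl2 and 1 mM DTT. Mm-CPN (25 nM final) hydrolysed 10 uM ATP over 30 min at 37°C; ADP was read by HTRF.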
# PTHR1 ag: PTHR1 (human) receptor agonism | Q03431 | HEK293 GP2 PTHR1 cells, GloSensor cAMP luminescence, 1 h | Potency, µM (top dose mostly 115 µM), for the others: top-dose activation, hits mostly activators | hit rate 0.075% among 410,000; note: potency is the fitted concentration of half-maximal effect; nearly all actives have a fitted effect of over 55% in size; some results filed as inactive show a strong effect at the top dose; inactives centre near -15; many of its hits are not listed in these tables
# Target sequence (Q03431 whole entry, looked up): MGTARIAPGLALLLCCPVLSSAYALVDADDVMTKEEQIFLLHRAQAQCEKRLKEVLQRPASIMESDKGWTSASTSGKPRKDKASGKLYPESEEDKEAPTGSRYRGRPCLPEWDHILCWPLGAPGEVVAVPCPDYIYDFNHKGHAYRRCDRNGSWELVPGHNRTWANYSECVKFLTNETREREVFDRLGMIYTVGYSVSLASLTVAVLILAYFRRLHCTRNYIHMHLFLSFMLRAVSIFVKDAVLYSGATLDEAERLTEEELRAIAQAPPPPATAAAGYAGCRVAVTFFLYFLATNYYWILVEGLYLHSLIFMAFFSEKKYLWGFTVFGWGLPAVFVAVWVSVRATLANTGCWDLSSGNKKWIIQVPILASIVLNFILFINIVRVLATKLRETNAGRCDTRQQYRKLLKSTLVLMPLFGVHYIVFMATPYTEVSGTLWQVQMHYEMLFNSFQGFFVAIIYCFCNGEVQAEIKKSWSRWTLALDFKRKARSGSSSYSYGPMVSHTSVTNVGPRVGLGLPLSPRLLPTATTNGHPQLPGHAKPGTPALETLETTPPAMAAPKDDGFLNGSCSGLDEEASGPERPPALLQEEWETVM
#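 HEK-293-derived GP2 cells expressing PTHR1 and a GloSensor cAMP reporter, 3,000/well, plated overnight, given luciferin plus IBMX (each 0.5 mM as added) for 1 h at 37 °C, then compound for 1 h at 37 °C. Luminescence was read after 15 min at room temperature.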
# GLP-1R inv ag: GLP-1 receptor (human) inverse agonism; P43220; HEK293 GLP-1R CRE-luciferase, luminescence, 24 h; GLP-1R form is constitutively active; Potency, µM (top dose mostly 38.3 µM), without a hit: at the highest dose activity change, negative = inhibition, most hits filed as inhibitors; hit rate 1.6% among 410,000; note: potency is the fitted concentration of half-maximal effect; % is set by controls: 0 for no effect and ±100 for the full control effect; nearly all actives have a fitted effect of over 55% in size
# Target sequence (P43220 whole entry, looked up): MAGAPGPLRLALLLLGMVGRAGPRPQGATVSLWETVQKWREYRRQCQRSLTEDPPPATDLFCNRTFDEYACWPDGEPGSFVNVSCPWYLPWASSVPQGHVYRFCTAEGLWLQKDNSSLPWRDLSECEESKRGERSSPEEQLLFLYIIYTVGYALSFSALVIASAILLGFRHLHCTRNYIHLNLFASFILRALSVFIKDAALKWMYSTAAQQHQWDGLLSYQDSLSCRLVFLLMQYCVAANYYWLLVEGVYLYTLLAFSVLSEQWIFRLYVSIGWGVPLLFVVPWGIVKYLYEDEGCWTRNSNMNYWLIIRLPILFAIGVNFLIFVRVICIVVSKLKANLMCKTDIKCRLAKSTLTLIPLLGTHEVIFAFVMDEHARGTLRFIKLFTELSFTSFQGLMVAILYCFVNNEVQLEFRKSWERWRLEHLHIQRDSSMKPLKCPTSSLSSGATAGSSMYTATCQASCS
#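 GLP-1R inverse agonism mode: basal reporter luminescence in engineered HEK293 cells measured after one day of compound exposure at 37 deg C, with a 12 min room-temperature detection step.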
# aSyn yeast inh: rescues yeast growth from alpha-synuclein toxicity; hit rate 0.14% among 370,000; Potency, µM (highest dose often 46.1 µM), inactives show at the top dose growth rescue (activation), hits mostly activators; Yeast expressing alpha-synuclein, growth rescue, BacTiter-Glo, 24 h; note: potency is the fitted concentration of half-maximal effect; % of control where 0% means no effect; nearly all actives have a fitted effect of over 65% in size
#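 Galactose-induced alpha-syn yeast (OD600=0.02, raffinose-pregrown) + pinned cpd, 24 hr, 30 deg C; growth by BacTiter-Glo luminescence. Growth restoration scores as activation.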
# pAkt inh: Akt phosphorylation inhibition; Neuro2A IGF-stimulated pAkt S473 HTRF, 20 min; active compounds read low; activity change, % for hits at 50 µM; hit rate 0.32% among 360,000; AID 651550; in the data active = activity change below about -80%; inconclusive = mostly about -51% to -80%; note: % is set by controls: 0 for no effect and ±100 for the full control effect
#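 Neuro2A cells (4,500/well, DMEM with 0.5% FBS) were treated with compound at a single 50 µM final concentration, stimulated with 6 nM IGF for 20 min at 37 °C, and lysed. Phospho-Akt Ser473 was read by HTRF as 665/615 ratio ×10^4.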
# FUS suppressor: rescues growth of FUS-expressing yeast. S. cerevisiae FUS-expressing, growth rescue, OD600, 24 h. Potency, µM (top dose mostly 76.6 µM), for inactives: at the top dose growth rescue (activation), usual class: activators. hit rate 0.24% among 390,000. AID 1347120;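 note: potency is the fitted concentration of half-maximal effect; plate controls were DMSO vehicle for no effect and reference control for full effect; nearly all actives have a fitted effect of over 55% in size; some results filed as inactive show a strong effect at the top dose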
#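 Compound concentration series was pinned onto galactose-induced FUS-expressing yeast seeded at OD 0.005. Plates sat 24hr at 30C; absorbance at 600 nm gave growth. DMSO served as background control.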
# Active calls of the source: *; i = inactive; ? = inconclusive; / = not tested or not shown; & = joins results of further samples; [ ] = dose if it differs, or a comment. Unless noted, calls come from the whole dose curve; as a rule, active = well fitted curve in the direction sought with a large enough effect; inconclusive = small, poorly fitted or top-dose-only effect, or another doubt; inactive = no such curve, though single readings can be large; an effect the other way counts as inactive or inconclusive. These rows are one share of the data; the hit share may differ from the screen's.
no.	Molecule	Abeta rescue	GLP1R cytotox	TDP43 rescue	MmCpn inh	PTHR1 ag
1	CCCO/N=C1/C(=O)N(c2ccccc2)c2ccccc21	-26%	1%	19%	2%	-24%
2	N#Cc1nc(-c2ccco2)oc1NCCCN1CCOCC1	9%	1%	-3%	-2%	-21%
3	COc1ccc(/C=C/C(=O)OCC(=O)N(C)CC(=O)Nc2ccc(C)cc2)c(OC)c1	8%	-21%	19%	2%	-10%
4	O=C(CCCN1C(=O)/C(=C/c2ccccc2Cl)SC1=S)NCCCN1CCOCC1	-18%	?	-26%	-3%	-33%[inhibitor]
5	COc1cc(CNCCN(C)C)c(Br)cc1OCC(=O)NCc1ccccc1	-3%	12%	-11%	0%	i
6	CC1(C(=O)NS(=O)(=O)C2CC2)CCCN(C(=O)c2ccc(C(F)(F)F)cc2)C1 (configuration not stated)	-9%	-2%	16%	/	i
7	CC(=O)N/C(=C\c1ccccc1)C(=O)OCc1ccccc1	-2%	2%	0%	-2%	i
8	CC(C)(O)/C=C/C(=O)[C@](C)(O)C1[C@H](O)C[C@@]2(C)C3CC=C4C(C=C(O[C@@H]5O[C@H](CO)[C@@H](O)[C@H](O)[C@H]5O)C(=O)C4(C)C)[C@]3(C)C(=O)C[C@]12C (some centres not stated)	-1%	4%	-10%	-10%	-6%
9	Cc1ccc(C)c(N2CCN(c3cc(C)nc4c(-c5ccc(Cl)cc5)c(C)nn34)CC2)c1	-9%	-6%	-12%	/	?
10	CCc1ccc(NC(=O)c2sc3nc(C)c(Cl)c(C)c3c2NC(=O)c2ccccc2OC)cc1	-19%	-4%	5%	/	-22%

no.	GLP-1R inv ag	aSyn yeast inh	pAkt inh	FUS suppressor
1	?	15%	i	19%
2	9%	0%	i	-11%
3	-3%	0%	i	/
4	?	1%	i	/
5	?	-3%	i	/
6	1%	0%	i	-9%
7	4%	6%	i	7%
8	20%	-4%	i	-37%
9	18%	/	/	3%
10	1%	-6%	/	0%

# From compound 3 to 10, as listed above:
no.	Molecule	Abeta rescue	GLP1R cytotox	TDP43 rescue	MmCpn inh	PTHR1 ag
3	COc1ccc(/C=C/C(=O)OCC(=O)N(C)CC(=O)Nc2ccc(C)cc2)c(OC)c1	8%	-21%	19%	2%	-10%
4	O=C(CCCN1C(=O)/C(=C/c2ccccc2Cl)SC1=S)NCCCN1CCOCC1	-18%	?	-26%	-3%	-33%[inhibitor]
5	COc1cc(CNCCN(C)C)c(Br)cc1OCC(=O)NCc1ccccc1	-3%	12%	-11%	0%	i
6	CC1(C(=O)NS(=O)(=O)C2CC2)CCCN(C(=O)c2ccc(C(F)(F)F)cc2)C1 (configuration not stated)	-9%	-2%	16%	/	i
7	CC(=O)N/C(=C\c1ccccc1)C(=O)OCc1ccccc1	-2%	2%	0%	-2%	i
8	CC(C)(O)/C=C/C(=O)[C@](C)(O)C1[C@H](O)C[C@@]2(C)C3CC=C4C(C=C(O[C@@H]5O[C@H](CO)[C@@H](O)[C@H](O)[C@H]5O)C(=O)C4(C)C)[C@]3(C)C(=O)C[C@]12C (some centres not stated)	-1%	4%	-10%	-10%	-6%
9	Cc1ccc(C)c(N2CCN(c3cc(C)nc4c(-c5ccc(Cl)cc5)c(C)nn34)CC2)c1	-9%	-6%	-12%	/	?
10	CCc1ccc(NC(=O)c2sc3nc(C)c(Cl)c(C)c3c2NC(=O)c2ccccc2OC)cc1	-19%	-4%	5%	/	-22%

no.	GLP-1R inv ag	aSyn yeast inh	pAkt inh	FUS suppressor
3	-3%	0%	i	/
4	?	1%	i	/
5	?	-3%	i	/
6	1%	0%	i	-9%
7	4%	6%	i	7%
8	20%	-4%	i	-37%
9	18%	/	/	3%
10	1%	-6%	/	0%

# Additional results
no.	Molecule	Abeta rescue	GLP1R cytotox	TDP43 rescue	MmCpn inh	PTHR1 ag
11	O=C(/C=C/c1ccc(Cl)c(Cl)c1)NC1=NCCS1	-8%	-18%[7.66 µM]	?	-3%	-21%
12	O=C(COC(=O)c1cccnc1Cl)Nc1ccc(N2CCCCC2)cc1	3%	2%	25%	1%	i
13	CCOc1ccc(/C=N/NC(=O)c2ccc(Cn3cc(Br)cn3)o2)cc1	7%	16%	-5%	2%	-31%[inhibitor]
14	CC(C)c1ccc(C(=O)NN2C(=O)C3CCCCC3C2=O)cc1 (configuration not stated)	15%	-3%[1.53 µM]	?	2%	-5%
15	COc1ccccc1-n1c(SCC(=O)Nc2ccc3c(c2)OCO3)nc2c(c1=O)SCC2	4%	-9%	18%	-10%	0%[57.5 µM]
16	c1ccc(-c2csc3ncnc(NCc4ccccn4)c23)cc1	-21%	-6%	?	0%	-64%[inhibitor]
17	COc1ccc2ccc(OCC(=O)Nc3cc(C)on3)cc2c1	17%	1%	29%	2%	-14%
18	O=C(COC(=O)CCN1C(=O)C2CC=CCC2C1=O)Nc1ccc([N+](=O)[O-])cc1 (configuration not stated)	1%	-2%	11%	0%	i
19	Cc1ccc2oc(=O)n(Cc3ccccc3OC(C)C)c2c1	16%	2%	0%	0%	-6%
20	COc1cc(C(=O)NCC(c2ccc(F)cc2)N2CCOCC2)ccc1OCc1ccccc1Cl (configuration not stated)	27%	-6%	-16%	1%	-12%

no.	GLP-1R inv ag	aSyn yeast inh	pAkt inh	FUS suppressor
11	34%[activator][7.66 µM]	-1%	i	4%
12	16%	4%	i	0%
13	-8%	0%	i	11%
14	?	9%	i	-3%
15	-3%	5%	i	?
16	-6%	7%	i	2%
17	16%	9%	i	2%
18	10%	0%	i	-15%
19	0%	5%	i	30%
20	?	0%	i	18%

# Next section:
no.	Molecule	Abeta rescue	GLP1R cytotox	TDP43 rescue	MmCpn inh	PTHR1 ag
21	COc1cc(NC(=O)c2cc3cc4ccc(OC)c(Cl)c4nc3s2)cc(OC)c1	-8%	-6%	18%	/	-5%
22	Cc1cccc(-c2nc(Cn3c(SCc4cc(C)ccc4C)nc4ccncc43)c(C)o2)c1	-12%	4%	-3%	/	-5%
23	CC(C)OC(=O)CSc1nnc(Cc2ccccc2)n1Cc1ccco1	4%	8%	-11%	0%	-7%[57.5 µM]
24	O=C(COc1ccccc1Cl)NC(=S)Nc1ccccc1N1CCCC1	?	-25%	16µM*	-7%	-21%
25	CCOC(=O)c1c(C)[nH]c(C)c1S(=O)(=O)N(C)CC(=O)Nc1ccccc1F	-3%	-4%	4%	1%	0%
26	CC1Cc2ccccc2N1C(=O)CSc1nncn1C (configuration not stated)	-3%	4%	-12%	2%	i
27	CCC(C)NC(=O)Cn1cnc2sc(C)c(S(=O)(=O)N3CCN(c4ccccc4OC)CC3)c2c1=O (configuration not stated)	-8%&3%	23%&3%	-13%&19%	0%	-14%
28	O=C(CSc1nc(-c2ccc(F)cc2)[nH]c1-c1ccc(F)cc1)Nc1ccc2c(c1)OCO2	0%	?	-5%	/	-96%[inhibitor]
29	Cc1ccc(S(=O)(=O)N2CCOCC2)cc1C(=O)N1CCN(S(=O)(=O)c2cccs2)CC1	-9%	-18%	3%	0%	7%
30	CNC(=O)NC(=O)CSc1ccc(S(=O)(=O)N(C)C2CCCCC2)cn1	-12%	16%	-7%	-5%	-6%

no.	GLP-1R inv ag	aSyn yeast inh	pAkt inh	FUS suppressor
21	-3%	/	/	0%
22	-32%	/	/	39%
23	-29%	-1%	i	21%
24	?	6%	i	0%
25	-2%	-7%	/	-16%
26	-4%	-7%	i	2%
27	14%&6%	-1%	i	33%&-23%
28	?	/	/	36%
29	-8%	0%	i	23%
30	15%	6%	i	22%

# Further entries
no.	Molecule	Abeta rescue	GLP1R cytotox	TDP43 rescue	MmCpn inh	PTHR1 ag
31	O=C1COc2ccc(C(=O)CSc3ccc(Br)cc3)cc2N1	-6%	3%	-5%	2%	-25%
32	C=CCN(CC=C)C(=O)CCc1nnc(CCc2c[nH]c3ccccc23)o1	-13%	-2%	-18%	-2%	i
33	CN(C(=O)c1cncc(Br)c1)C1C2CC3CC(C2)CC1C3 (configuration not stated)	12%	4%	-13%	1%	-31%[inhibitor]
34	Cc1ccc(-c2[nH]nc3c2C(c2cccnc2)C(C#N)=C(N)O3)cc1 (configuration not stated)	14%	3%	-13%	-2%	-6%[57.5 µM]
35	COc1cccc(Nc2sc(C(=O)c3ccc(F)cc3)c(N)c2C(=O)NCc2ccc(Cl)cc2)c1	13%	-23%	-3%	/	-82%[inhibitor]
36	OC(CNCc1ccc2c(c1)OCO2)COc1ccccc1 (configuration not stated)	15%	0%	-4%	0%	i
37	CCc1ccc(NC(=S)NC2CC3CCCC(C2)N3Cc2ccccc2)cc1 (configuration not stated)	-6%	?	-9%	3%	i
38	O=C1COc2ccccc2N1Cc1c(F)cccc1Cl	2%	4%	11µM*	2%	-41%[inhibitor]
39	CCCCn1c(N)c(N(CCOC)C(=O)c2oc3c(Cl)cccc3c2C)c(=O)[nH]c1=O	-3%	-12%	-6%	/	i
40	COc1ccc(CNc2ncnc3sccc23)cc1	?	0%	?	0%	-27%
41	CCCCNC(=O)N1CCN(C(c2ccccc2)c2ccccc2)CC1	-24%	-1%	-4%	0%	i

no.	GLP-1R inv ag	aSyn yeast inh	pAkt inh	FUS suppressor
31	?	-3%	i	-21%
32	-25%	6%	i	-3%
33	?	-2%	i	0%
34	57%[activator]	-1%	i	11%
35	?	/	/	?
36	-19%	-2%	i	7%
37	?	0%	i	13%
38	?	4%	i	-25%
39	14%	?	i	-6%
40	-10%	-52%[inhibitor]	i	-16%
41	?	-2%	i	9%
